# Screening data as filed in PubChem.
# ERG-DNA inh = inhibitors of human ERG Ets domain-DNA interaction. P11308. fluorescence polarization, His-ERG Ets domain / labelled DNA. Potency, µM (top dose mostly 76.9 µM), for the others: top-dose FP activity, negative = inhibition, actives largely listed as inhibitors. hit rate 0.028% among 370,000; active = well fitted inhibition curve with a large enough effect in the polarisation, with a control signal flat; inconclusive = small, poorly fitted or top-dose-only effect, or effect the other way, or a change in a side signal; inactive = no such curve, though single readings can be large or run the other way; the % refers to the polarisation;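 also: polarization taken with two DNA probes labelled with fluorescein and Texas red; potency is read from the fitted curve at half-maximal effect; % of control where 0% means no effect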
# Target sequence (P11308 whole entry, looked up, the tested form may be a part): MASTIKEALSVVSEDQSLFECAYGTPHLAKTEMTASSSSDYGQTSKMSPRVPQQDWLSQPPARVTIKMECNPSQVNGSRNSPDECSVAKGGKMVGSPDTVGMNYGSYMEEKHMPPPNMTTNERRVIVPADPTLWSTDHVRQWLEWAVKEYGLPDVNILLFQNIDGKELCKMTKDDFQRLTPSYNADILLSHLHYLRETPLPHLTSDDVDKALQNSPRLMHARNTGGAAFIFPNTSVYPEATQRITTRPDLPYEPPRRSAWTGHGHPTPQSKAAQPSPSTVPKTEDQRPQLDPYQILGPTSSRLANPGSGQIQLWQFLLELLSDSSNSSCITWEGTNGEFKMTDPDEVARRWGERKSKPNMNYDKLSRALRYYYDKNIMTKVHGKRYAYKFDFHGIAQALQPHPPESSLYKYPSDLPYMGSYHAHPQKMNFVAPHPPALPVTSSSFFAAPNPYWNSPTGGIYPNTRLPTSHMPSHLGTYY
#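 His-tagged ERG Ets domain (1 uM in the protein solution; 300mM KCl, 50mM Tris-HCl, 1mM EDTA, 1mM DTT, pH 7.5) received compound, then a probe mix of 5 nM fluorescein-DNA and 100nM Texas-615-DNA. Fluorescence polarization was read for both dyes.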
# Glioma ERSR ind = ER stress response induction in glioma; hit rate 0.02% among 420,000; AID 602332; U87-MG GRP78 promoter luciferase reporter, 16 h; Potency, µM, for inactives: at the highest dose activation, actives largely listed as activators; also: potency is read from the fitted curve at half-maximal effect; series mostly up to about 76 µM; % of control where 0% means no effect; nearly all actives have a fitted effect of over 35% in size
#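 Stably transfected U87-MG glioma cells carrying a GRP78-based luciferase sensor; 16 h compound incubation. Luminescence end-point read 10 min after Bright-Glo addition at room temperature.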
# D2 antag = antagonists of human D2 dopamine receptor; P14416; HEK293 TREx D2 cells, calcium flux, dopamine EC80; inhibition, % at 10 µM; hit rate 2% among 340,000; AID 485344; in the data active = inhibition above about 30%; also: 0% is about no effect
#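 Antagonism is scored as inhibition of an EC80 dopamine-evoked calcium signal in a force-coupled, tetracycline-inducible HEK293 T-REx D2 line, with compound present 180 s before agonist.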
# Vif-APOBEC3F blk = Vif-A3F binding inhibition; Potency, µM (titrated, usually from 46.1 µM), inactives show at the highest dose activity, negative = active; HeLa A3F-eYFP + Vif (tagged APOBEC3F with the HIV-1 protein that degrades it), YFP fluorescence increase; AID 602313; hit rate 0.2% among 390,000; also: potency is read from the fitted curve at half-maximal effect; % of control where 0% means no effect; nearly all actives have a fitted effect of over 65% in size
#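 HeLa cells stably expressing A3F-eYFP plus Vif, plated and incubated overnight at 37 deg C, then exposed to compounds overnight at 37 deg C. Blocked degradation read as raised yellow fluorescence (Ex 488/Em 500-530).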
# LDHA block = LDHA (human) enzyme inhibition. purified LDHA, NADH/diaphorase-resazurin fluorescence; stronger effect = lower value. P00338. AID 1347041. activity change, % (values are at about 110 or 230 µM). hit rate 0.15% among 480,000; in the data active = activity change below about -30%; inconclusive = mostly about -25% to -30%;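 also: plate controls were DMSO wells for no effect and wells without enzyme for full effect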
#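 LDH5 2 nM; NADH 0.06 mM, pyruvate 0.2 mM; 200 mM Tris pH 7.4, EDTA, Tween-20; 5 min RT. Detection: diaphorase 0.133 mg/mL + resazurin 37 µM, fluorescence ex540/em590 at 0 and 20 min; normalized to enzyme-free and DMSO wells.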
# RGS4 inh = blocks human RGS4-accelerated GTP hydrolysis; hit rate 0.039% among 390,000; Potency, µM (doses to about 114 µM), without a hit: at the highest dose activity change, negative = inhibition, most hits filed as inhibitors; Transcreener GDP fluorescence polarization, RGS4-accelerated GTP hydrolysis; also: potency is read from the fitted curve at half-maximal effect; % is scaled to controls: 0 for no effect and ±100 for the full control effect; nearly all actives have a fitted effect of over 75% in size; some results filed as inactive show a strong effect at the top dose
# Target sequence (P49798 whole entry, looked up): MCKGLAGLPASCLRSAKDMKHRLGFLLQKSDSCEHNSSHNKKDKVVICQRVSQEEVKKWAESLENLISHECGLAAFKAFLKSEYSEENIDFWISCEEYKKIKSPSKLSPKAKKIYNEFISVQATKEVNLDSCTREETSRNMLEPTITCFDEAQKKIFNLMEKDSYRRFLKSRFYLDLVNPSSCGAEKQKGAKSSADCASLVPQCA
#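 MLSMR compounds (23 nl, pin-transferred) preincubated 10 min at room temperature with a 500nM (2x) first reagent, then RGS4 at 900nM (2x) plus Transcreener GDP mix added; fluorescence polarization (620/688 nm) read before and after 90 min at 30 °C.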
# Vif-APOBEC3G blk = Vif-A3G binding inhibition; HeLa A3G-eYFP + Vif (tagged APOBEC3G with the HIV-1 protein that degrades it), YFP fluorescence, overnight; Potency, µM (doses to about 46.1 µM), for inactives: at the top dose activity, negative = active, usual class: inhibitors; hit rate 0.076% among 410,000; AID 602310;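 also: potency is read from the fitted curve at half-maximal effect; % is scaled to controls: 0 for no effect and ±100 for the full control effect; nearly all actives have a fitted effect of over 60% in size; hits raise eYFP signal because A3G escapes Vif-driven loss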
# Target sequence (Q9HC16 whole entry, looked up): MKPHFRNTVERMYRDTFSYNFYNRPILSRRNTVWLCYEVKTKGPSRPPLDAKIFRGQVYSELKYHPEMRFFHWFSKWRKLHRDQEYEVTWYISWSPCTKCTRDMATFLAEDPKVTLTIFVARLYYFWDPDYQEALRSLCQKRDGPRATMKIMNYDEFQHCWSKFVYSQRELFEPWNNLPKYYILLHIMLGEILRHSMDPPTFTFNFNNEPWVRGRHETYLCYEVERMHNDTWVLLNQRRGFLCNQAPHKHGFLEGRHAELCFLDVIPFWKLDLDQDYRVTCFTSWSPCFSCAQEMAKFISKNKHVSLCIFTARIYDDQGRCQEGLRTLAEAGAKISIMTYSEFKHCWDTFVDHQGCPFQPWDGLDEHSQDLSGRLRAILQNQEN
#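 Read-out is eYFP fluorescence (Ex 488/Em 500-530) from Vif-expressing HeLa A3G-eYFP cells; more signal means A3G escaped Vif-mediated degradation. Cells plated overnight, compound pinned in, incubated overnight at 37 deg C.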
# D2 agonist = activates the human D2 dopamine receptor; P14416; HEK293 T-REx D2 cells, calcium flux agonist mode; activation, % at 2 µM; hit rate 0.53% among 340,000; AID 485358;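 active = activation over 3 SD above normal in the single-dose calcium agonist read, cut at about 30% in these data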; also: 0% is about no effect
#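 Tetracycline-induced HEK293 Trex cells with D2 receptor force-coupled to calcium signaling, plated overnight at 30 C and loaded with no-wash calcium dye. Calcium flux read kinetically for 180 s after compound addition; responses flag agonists.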
# ALOX12 inh = inhibitors of human 12S-lipoxygenase ALOX12. P18054. purified 12hLO, xylenol orange hydroperoxide absorbance. Potency, µM (highest dose often 108 µM), without a hit: at the top dose activity change, negative = inhibition, most hits filed as inhibitors. hit rate 1.1% among 580,000. AID 1671190; also: potency is read from the fitted curve at half-maximal effect; % is scaled to controls: 0 for no effect and ±100 for the full control effect
#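 Purified human 12hLO at 150 nM in 25 mM Hepes, 0.01% Triton X-100, pH 7.0, preincubated 15 min at room temperature with compound. Reaction started with 40 uM arachidonic acid, 30 min at room temperature. Hydroperoxide measured by Fe-xylenol orange, 573/405 nm absorbance ratio.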
# Active calls of the source: *; ? = inconclusive; . = no result given; [ ] = another dose, or the depositor's remark. Unless noted, calls follow the shape of the dose curve; as a rule, active = well fitted curve in the direction sought with a large enough effect; inconclusive = small, poorly fitted or top-dose-only effect, or another doubt; inactive = no such curve, though single readings can be large; an effect the other way counts as inactive or inconclusive. Only part of the results is shown (hit frequency here may not be typical).
SMILES,ERG-DNA inh,Glioma ERSR ind,D2 antag,Vif-APOBEC3F blk,LDHA block,RGS4 inh,Vif-APOBEC3G blk,D2 agonist,ALOX12 inh
CC(C)(C)c1[nH]nc2c1C(c1ccco1)C(C#N)=C(N)O2 (configuration not stated),-1.6%,-2.4%,.,-15.3%,-0.7,-7.7%,4.5%,.,-1.6%
CC1=CCC[C@H]2[C@H](C1)C(=O)C[C@@H](C)[C@]2(C)CC/C(=C/CO)CO,0.6%,-1.2%,.,1.9%,-8.8,-2.6%,4.3%,.,5.9%
O=C(C[C@@H]1C/C=C\CCC(=O)OC[C@@H]2CCCN2C1=O)N[C@@H](CO)Cc1ccccc1,5.1%,-4.7%,.,1.7%,-3.9,10.2%,1.7%,.,2.1%
CC1CN(C(=O)c2cnn3c(C(F)F)cc(-c4ccccc4)nc23)CC(C)O1 (configuration not stated),2.6%,-1.5%,4.5,-9.7%,0.0,-11.0%,0.5%,-0.2,0.0%
C=C(C)c1cccc(C(C)(C)NC(=O)NC(c2ccccc2)c2ccc(OC)cc2)c1 (configuration not stated),0.7%,-6.6%,-10.6,6.8%,-6.8,13.3%,1.7%,-0.3,-17.2%
CCC(=O)NCCc1cc2cc(C)c(C)cc2[nH]c1=O,-12.0%,-2.1%,-28.5,4.7%,0.5,-5.9%,4.4%,-0.2,-2.7%
COC(=O)C(=C/C=C/c1ccco1)C(=O)OC,-12.2%,-0.1%,-5.6,-24.4%,4.6,-7.2%,-11.7%,-0.4,?
Cc1cc(=S)cc(C)n1CCCn1ccnc1,0.6%,-1.2%,2.6,-6.1%,1.1,-6.2%,4.7%,0.1,12.2%
Cc1cc(C)c(C)c(OCC(=O)O/N=C(\N)c2ccncc2)c1,7.1%,0.0%,-7.2,4.3%,-8.4,33.1%,2.7%,0.6,1.7%
COc1cc(/C=N\NC(=O)CNC(=O)C2COc3ccccc3O2)ccc1O (configuration not stated),2.9%,-3.0%,-14.6,-4.0%,-0.3,1.8%,-0.8%,-0.2,-5.2%
CCOC(=O)c1c(NC(=O)COC(=O)c2ccc(S(=O)(=O)C(F)F)cc2)sc(C(=O)N(C)C)c1C,.,-1.6%,.,-4.8%,-5.6,.,1.8%,.,-25.1%
COc1ccc(C/C(C)=N/NC(=O)c2cc(C)oc2C)cc1,5.5%,2.8%,-12.5,?,0.0,24.2%,-7.9%,-0.3,-13.0%
Cc1cc2oc3c(c(=O)c2cc1C)C(c1ccc(F)cc1)N(CCCN1CCOCC1)C3=O (configuration not stated),8.0%,-5.2%,-34.2,-1.1%,-4.1,-0.3%,1.2%,-1.0,-29.8%
CCCCCn1c(-c2cccc(C)c2)nc2ccccc21,0.6%,2.4%,.,?,4.0,-16.0%,5.1%,0.8,?
CCOc1ccc(/C=C2\SC(=S)N(NS(=O)(=O)c3ccccc3)C2=O)cc1OC,12.7%,-3.5%,6.4,4.8%,-12.4,-20.9%,-1.3%,1.3,?
CCOc1ccc(OCC)c(NC(=O)CCC(=O)N2CCOc3ccccc32)c1,-4.7%,-1.8%,.,1.6%,5.8,-18.0%,-3.3%,.,-10.8%
O=C(NNC(=O)c1cccc2ccccc12)c1cccc(Br)c1,-15.0%,0.0%,.,-0.8%,-0.8,9.5%,0.7%,.,6.1%
Cc1cccc(Nc2c([N+](=O)[O-])ccc3nonc23)c1,4.8%,2.0%,.,-15.1%,-2.0,-29.0%,3.5%,.,7.5%
Cc1cc(C)c2oc(-c3ccc(C)c(NC(=S)NC(=O)/C=C/c4ccco4)c3)nc2c1,10.9%,-1.8%,-11.9,-9.1%,-5.7,-51.2%,-6.9%,-1.5,?
O=C(CCC1CCCN(C(=O)c2ccoc2)C1)NCc1ccccc1F (configuration not stated),0.9%,0.3%,4.2,-5.1%,-4.9,16.5%,-2.9%,1.4,2.5%
O=C(Nc1ccccc1F)c1cc(S(=O)(=O)N2CCOCC2)cs1,-2.1%,-4.6%,-4.3,0.9%,-10.2,19.8%,-0.3%,-0.9,0.2%
CNC(=O)NC(=O)C(C)OC(=O)CCCc1nc2ccccc2s1 (configuration not stated),10.5%,-9.7%,5.1,-4.8%,-3.1,15.7%,0.5%,1.5,6.7%
O=C(Cc1ccc(S(=O)(=O)N2CCOCC2)s1)N1CCN(S(=O)(=O)c2ccccc2F)CC1,-11.4%,-4.0%,.,1.1%,-13.2,2.1%,-13.0%,.,14.0%
CC(=O)OCC(=O)C1(O)CCC2C3CCC4C(OC(C)=O)C(=O)CCC4(C)C3C(=O)CC21C (configuration not stated),-9.7%,-1.9%,.,-1.5%,-8.8,7.5%,-0.1%,.,3.7%
N#Cc1ccccc1NC(=O)COC(=O)c1ccc(F)cc1F,3.6%,-0.8%,4.1,11.7%,-4.6,-6.3%,-1.2%,0.0,-0.3%

# The list goes on (3 carried over from the part before).
SMILES,ERG-DNA inh,Glioma ERSR ind,D2 antag,Vif-APOBEC3F blk,LDHA block,RGS4 inh,Vif-APOBEC3G blk,D2 agonist,ALOX12 inh
O=C(Cc1ccc(S(=O)(=O)N2CCOCC2)s1)N1CCN(S(=O)(=O)c2ccccc2F)CC1,-11.4%,-4.0%,.,1.1%,-13.2,2.1%,-13.0%,.,14.0%
CC(=O)OCC(=O)C1(O)CCC2C3CCC4C(OC(C)=O)C(=O)CCC4(C)C3C(=O)CC21C (configuration not stated),-9.7%,-1.9%,.,-1.5%,-8.8,7.5%,-0.1%,.,3.7%
N#Cc1ccccc1NC(=O)COC(=O)c1ccc(F)cc1F,3.6%,-0.8%,4.1,11.7%,-4.6,-6.3%,-1.2%,0.0,-0.3%
CCS(=O)CC(=O)Nc1c(-c2ccccc2)oc2ccccc2c1=O (configuration not stated),-3.5%,1.2%,-11.0,0.1%,-6.7,-20.6%,0.1%,0.1,81.9%[activator]
O=C1CC(c2cccc(Oc3ccccc3)c2)NC(=O)N1 (configuration not stated),-18.1%,-4.6%,-5.9,-3.5%,-7.0,0.4%,-5.4%,-0.5,1.7%
Cc1onc(-c2c(Cl)cccc2Cl)c1NC(=O)NN(C)c1ccc([N+](=O)[O-])cn1,-9.1%,-4.3%,9.0,-17.7%,-0.2,-0.2%,-1.4%,-0.4,110.2%[activator]
COc1cc(/C=C2\Oc3ccc(C#Cc4ccc(O)cc4)cc3C2=O)cc(OC)c1,-2.5%,0.0%,.,-1.7%,-9.4,8.6%,-11.5%,.,.
CC1CCc2cc(F)ccc2N1C(=O)C1(C)CC1(Cl)Cl (configuration not stated),-0.3%,-3.9%,7.2,-9.7%,4.2,6.9%,0.1%,0.9,-0.3%
CN1CCN(CCNC(=O)c2cnn(-c3ccc(Cl)cc3)c2C2CCN(C(=O)OC(C)(C)C)CC2)CC1,8.6%,-1.4%,.,0.4%,0.2,-23.5%,1.5%,0.1,-4.2%
COC(=O)c1c(NC(=O)C2SC(=NC3CCCCC3)C(C(N)=O)=C2N)sc2c1CCCC2 (configuration not stated),9.4%,-0.9%,-12.3,0.3%,-1.9,-12.8%,-0.1%,0.1,-9.2%
CCC(CC)CN1CCC(CN2C(=O)C(=O)NC[C@@H]2[C@@H](C)CC)CC1,-2.2%,-3.8%,.,6.2%,-4.0,-7.4%,1.6%,.,-21.8%
CC1(C)C=C2[C@H]3CC[C@@H]4[C@@]5(C)CCC(=O)C(C)(C)[C@@H]5CC[C@@]4(C)[C@]3(C)CC[C@@]2(C(=O)O)CC1,-6.1%,-3.8%,.,4.3%,-12.4,-11.7%,3.3%,.,4.2%
CS(=O)(=O)c1cccc(C(=O)Nc2cccc(-c3nc4ccccc4[nH]3)c2)c1,14.2%,11.0%,7.3,?,-5.6,6.6%[11.4 µM],-2.9%,-0.1,16.3%
Cc1ccc([C@H]2C[C@H](n3cc(-c4ccc(F)cc4)nn3)[C@@H](O)CN2C(=O)c2cccs2)cc1,.,-0.5%,.,6.1%,0.3,.,-2.6%,.,?
COc1ccc(C(N)=O)cc1NC(=O)c1cccc(F)c1,-4.8%,5.2%,-16.7,1.5%,-10.3,4.1%,-5.5%,0.5,5.4%
Cc1ccc(NC(=O)N2CCCCC2)cc1[N+](=O)[O-],0.8%,-4.0%,-10.2,-8.1%,-3.3,-14.5%,-0.1%,-0.2,0.0%
CC(NC(=O)CN1C(=O)NC2(CCCCC2)C1=O)c1ccc(S(N)(=O)=O)cc1 (configuration not stated),2.2%,1.5%,.,16.6%,1.0,-11.3%,-0.2%,.,-21.8%
COc1ccc(S(=O)(=O)N2CCOC2CNC(=O)C(=O)NCCCN2CCOCC2)cc1OC (configuration not stated),5.4%,-4.2%,.,3.6%,-3.5,3.0%,1.9%,.,437.5%[activator]
Cc1ccc(NC(=O)c2sc(N)nc2C)cc1,-10.2%,4.5%,-6.7,6.6%,-5.6,-4.3%,0.1%,-0.4,1.7%
O=C(/C=C/c1cccc(Cl)c1)NCc1ccccc1,-0.3%,-0.8%,-3.3,4.6%,1.4,-22.4%,1.9%,-0.2,-13.0%
O=C(Cn1nc(-c2ccccc2)c2ccccc2c1=O)Nc1ccccn1,3.7%,5.7%,-5.4,-7.2%,-1.6,5.9%,-6.4%,-4.0,?
